# Cav3 T inh: Cav3.2 calcium influx blockers – cell-based, Fluo-4 calcium fluorescence, FDSS, MLSMR library, primary screen. Voltage-dependent T-type calcium channel subunit alpha-1H (Homo sapiens), O95180. Cav3.2-expressing cells; hits give low values. B-score at 10 µM. hit rate 4% among 100,000;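 active = single-dose well whose peak fluorescence ratio is a statistical outlier from its plate by either plate-standardised score or position-corrected B-score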
# Active calls of the source: *. A portion of the library; rates above refer to the full screens.
molecule	Cav3 T inh
COc1ccccc1C(=O)N1CCNC(=O)C1CC(=O)Nc1cccc(C)c1 (stereo unspecified)	-0.083
CCOC(=O)c1ccc(CSc2nncn2N)o1	0.023
COc1cccc(CNc2ccc(F)c(Cl)c2)c1	-0.27
COc1ccc(CCN2C(=O)CC(NCc3ccc4c(c3)OCO4)C2=O)cc1OC (stereo unspecified)	0.29
COc1cc(C(=O)N[C@H](C(=O)NC(C)C23CC4CC(CC(C4)C2)C3)C(C)C)cc(OC)c1OC (stereo partly specified)	-4
O=C(NC1CCCCC1)N1CCC(c2nc3ccc(Cl)cc3[nH]2)CC1	-0.28
Cc1cc(Nc2cc(C(=O)O)ccc2C)n2ncnc2n1	0.022
O=C1NC2(CCCCC2)C(=O)N1/N=C/c1ccc(O)cc1O	0.74
CN(C)CCN1C(=O)C(=O)/C(=C(/O)c2ccc(OCc3ccccc3)cc2)C1c1ccncc1 (stereo unspecified)	0.0085
CCC(C)NC(=O)C1CCCN(C(=O)NC2CCCCC2)C1 (stereo unspecified)	0.23
COc1ccc(C(=O)NC(C)c2nc3ccccc3n2C)cc1OC (stereo unspecified)	0.68
Cc1cc(C(=O)N/N=C/c2cccc(OC(=O)c3ccco3)c2)n[nH]1	0.099
Cc1ccc(S(=O)(=O)N2CC3CCCN3c3ccc(C(F)(F)F)cc32)cc1 (stereo unspecified)	-1.4
CCOC(=O)c1c(C)[nH]c(N=Nc2cccc(C)c2)c1C	0.68
COc1ccc(-n2c(Cc3cccn3C)nnc2SCC(=O)Nc2ccc(C)cc2)cc1	-7.9*
N#Cc1ccc(NC(=O)c2sc3cc(C(F)(F)F)cnc3c2-c2cccs2)cc1	-0.14
O=C(CSc1c2c(nc3cc(Cl)ccc13)CCCC2)NCc1ccco1	-2.5
Cc1cc(C)c2nc(N3CCCC3)c(C#N)cc2c1	-0.021
COC(=O)c1cc(OC)c(OC)cc1NC(=O)Nc1ccccc1OC	-0.31
CS(=O)(=O)N1CCN(c2ccc(NC(=O)c3ccc(Br)o3)cc2)CC1	0.35
COc1ccccc1OCCN1C(=O)S/C(=C\c2ccco2)C1=O	-6.5*
Nn1cnn(Cc2ccccc2)c1=S	0.26
Cc1cc(=O)[nH]c2ccc(Cl)cc12	-0.083
CCn1nc(NC(=O)c2ccco2)c2cc3ccc(C)cc3nc21	0.022
CCNc1nc(SCc2ccccc2)nc(N2CCOCC2)n1	-4.9*

# Five structures out of the list, ordered by molar mass, low to high:
molecule	Cav3 T inh
COc1ccc(C(=O)NC(C)c2nc3ccccc3n2C)cc1OC (stereo unspecified)	0.68
COC(=O)c1cc(OC)c(OC)cc1NC(=O)Nc1ccccc1OC	-0.31
COc1ccc(CCN2C(=O)CC(NCc3ccc4c(c3)OCO4)C2=O)cc1OC (stereo unspecified)	0.29
N#Cc1ccc(NC(=O)c2sc3cc(C(F)(F)F)cnc3c2-c2cccs2)cc1	-0.14
COc1cc(C(=O)N[C@H](C(=O)NC(C)C23CC4CC(CC(C4)C2)C3)C(C)C)cc(OC)c1OC (stereo partly specified)	-4

# Remaining list, next part.
molecule	Cav3 T inh
Cc1cnnc2c1-c1no[n+]([O-])c1CC2	0.05
O=C(CN1CCN(Cc2ccc(F)cc2)C1=O)NCc1cccs1	0.99
O=C(Oc1cccc2cccnc12)c1ccc2c(c1)OCCO2	-0.74
O=C(N/N=C/c1ccc2cccc(OCc3ccccc3)c2n1)c1ccc(Br)cc1	-4*
COc1ccc(N2C(=O)CCC2(C#N)c2ccc(Br)cc2)cc1 (stereo unspecified)	-1.2
O=C(Cn1cnc2sc(-c3ccccc3)cc2c1=O)NCc1ccccc1	-0.27
COc1ccc(CN2CC(C(=O)NCc3ccc4c(c3)OCO4)CC2=O)cc1 (stereo unspecified)	0.75
O=C(CN(c1ccc(F)cc1)S(=O)(=O)c1ccc2c(c1)OCCO2)Nc1ccccc1	-0.53
COc1ccc(C(=O)Nn2cnc3scc(-c4cccs4)c3c2=O)c(O)c1	-9*
O=C(Nc1ccccc1)c1ccc(CN2CCC(Cc3ccccc3)CC2)cc1	-0.26
CCOc1cc2[nH]c(=S)n(CCCOC)c(=O)c2cc1OCC	-0.29
CCC(=O)N1CC2(CC(c3cccc(NC(=O)COc4ccc(Cl)cc4)c3)=NO2)C[C@@H]1C(N)=O (stereo partly specified)	0.76
Cc1c(C(=O)NCc2ccccc2)oc2c1C(=O)CCC2	0.026
CCN1C(=O)N[C@@H](c2ccco2)C(C(C)=O)=C1C	-0.041
CCn1c(=O)cc(SCC(=O)Nc2ccc(Cl)cc2)c2ccccc21	-0.018
CCn1c(COc2ccc3c(c2)OCO3)nnc1SCC(=O)c1ccc(Cl)cc1	0.25
O=C(NCc1cccs1)Nc1cccc(Cl)c1	0.56
CC1(C)OC(=O)C(=CNC(Cc2c[nH]c3ccccc23)C(=O)O)C(=O)O1 (stereo unspecified)	0.021
COc1ccc(Cl)cc1N(CC(=O)N1CCC(C)CC1)S(C)(=O)=O	-0.04
CCN(CC)CCn1c(NCc2ccco2)nc2ccccc21	0.19
Cc1ccc(Nc2nnns2)cc1C	1.5
COc1cc(NS(=O)(=O)c2ccc(NC(=O)NC3CCCCC3)cc2)nc(OC)n1	-1.2
Cc1ccccc1-c1nc(CN2CCC(C(=O)NCc3cccnc3)CC2)c(C)o1	2.2
CCN(CC)S(=O)(=O)c1cccc(C(=O)N[C@H](C(=O)OCC(=O)NC(=O)NC)C(C)C)c1	0.99
COc1ccc(S(=O)(=O)N2CCN(C(=O)c3cnc(C)cn3)CC2)cc1	0.94

# (list continues)
molecule	Cav3 T inh
Cc1ccc(Sc2ncnc3onc(C)c23)cc1	-0.08
O=c1c([N+](=O)[O-])c(NC2CCCCC2)c2ccccc2n1-c1ccccc1	0.18
Cc1cc(C(F)(F)F)nn1CC(=O)NCC1CCCO1 (stereo unspecified)	0.0055
COc1ccc(-c2nc3ccccc3c(=O)n2CCN2CCOCC2)cc1	0.68
O=C(Nc1ccn(Cc2ccccc2F)n1)c1ccc(COc2cccc(Br)c2)cc1	-7.3*
O=C(O)c1cc(S(=O)(=O)Nc2ccccc2C(=O)O)ccc1O	0.11
C[N+](C)(C)CCCN1C(=O)CCCC1=O	-0.059
CC(Sc1n[nH]c(=O)[nH]c1=O)C(=O)OCc1ccccc1 (stereo unspecified)	-0.0089
COCCCNC(=O)c1c(NC(=O)C2COc3ccccc3O2)sc2c1CCCC2 (stereo unspecified)	-1.2
Cc1ccc(S(=O)(=O)NCc2csc(C)n2)c(C)c1	0.12
CN(C)c1ccc(-c2noc(-c3ccccc3O)n2)cc1	-0.89
O=C(Oc1ccccc1C(=O)N1CCOCC1)c1cccc(Br)c1	-0.0046
CC1CCCN(c2oc(-c3cccc4ccccc34)nc2C#N)C1 (stereo unspecified)	-0.95
CC(=O)C1=C(C)NC(SCC(=O)c2ccc(Cl)cc2)=C(C#N)C1CC(C)C (stereo unspecified)	-3.4
CC1(C)N=C(c2ccccn2)C(C)(C)N1O	0.53
CCN1CCN(CCCNC(=O)c2cc3cc4ccc(OC)cc4nc3o2)CC1	0.99
CC(C)n1nnnc1SCC(=O)NCc1ccc2c(c1)OCO2	-0.098
Cc1cc(C)cc(NCC(=O)Nc2c(C)cccc2C)c1	-0.035
CSc1cccc(NS(=O)(=O)c2ccc3c(c2)oc(=O)n3C)c1	-1.6
O=[n+]1c2c(n([O-])c3c1CCCC3)CCCC2	-0.28
COC(=O)c1ccc(Oc2nc(N(C)C)nc(N3CCOCC3)n2)cc1	-0.09
Cc1ccc(N(C(=O)c2sc(C)nc2C)C(C(=O)NCc2ccco2)c2ccccc2)cc1 (stereo unspecified)	-0.98
O=C(CSCc1ccccc1)N1CCN(C(=O)c2ccco2)CC1	1.8
COc1ccc(-n2nnnc2-c2cccc(OC)c2)cc1	-2.7
Cc1ccc(N=Nc2ccc(O)c(/C=N\NC(=O)c3ccc(N)cc3)c2)cc1C	0.37

# Next entries:
SMILES | Cav3 T inh
CCOc1ccc(-n2c(Cc3cc(=O)[nH]c(=O)[nH]3)nnc2SCC(=O)OC)cc1 | -0.22
CC(C)(C)Nc1ncnc2c1cnn2-c1ccccc1 | -1.4
C[C@]12CC[C@@H]3c4ccc(O)cc4CC[C@H]3[C@@H]1CC[C@@H]2OC(=O)CCC(=O)O | -0.33
C=CCn1c(SCC(=O)OC)nc2sc3c(c2c1=O)CCN(C)C3 | 1.4
COc1ccc(C2CC(=O)C3=C(C2)Nc2ccccc2N(C(=O)C2CC2)C3c2cccnc2)cc1OC (stereo unspecified) | 1.1
CCCCC(=O)O[C@H]1CC[C@H]2[C@@H]3CCc4cc(O)ccc4[C@H]3CC[C@]12C | 1.2
C=CCn1c(N)c(C(=O)OC(C)CC)c2nc3ccccc3nc21 (stereo unspecified) | -1.6
CN(C)S(=O)(=O)c1cccn1-c1ncc(C(F)(F)F)cc1Cl | 0.48
CCOc1ccc(S(=O)(=O)Nc2cccc(Cl)c2)cc1 | -3.7*
Cc1cc(NC(=O)CCC(=O)N(Cc2cccs2)C(C(=O)NC2CCCC2)c2cccnc2)no1 (stereo unspecified) | 1.7
Cc1ccccc1Cn1c(=O)[nH]c2ccccc21 | -0.98
CCCCCCn1c(CN2CCCCC2C)nc2c1c(=O)n(C)c(=O)n2C (stereo unspecified) | -1.8
CCCCOC(=O)CCc1c(C)[nH]c(=O)c(C#N)c1C | 0.99
CC(C)OC(=O)C1C2C=CC3(CN(C(C)c4ccc(Br)cc4)C(=O)C13)O2 (stereo unspecified) | 0.035
c1ccc(-c2nn3c(Cn4cnc5ccccc54)nnc3s2)cc1 | 0.16

# Look-ups from the list.
# `C=CCn1c(N)c(C(=O)OC(C)CC)c2nc3ccccc3nc21` (stereo unspecified) in Cav3 T inh = -1.6
# `C=CCn1c(SCC(=O)OC)nc2sc3c(c2c1=O)CCN(C)C3` in Cav3 T inh = 1.4

# Next section.
SMILES | Cav3 T inh
COc1cc(-c2nn3c(-c4ccccc4)nnc3s2)cc(OC)c1OC | 1.8
Cc1ccc(NS(=O)(=O)c2cc(C(=O)O)ccc2Cl)c(C)c1 | -0.065
CC(C)Cc1cc(C(=O)Nc2c(F)cc(F)cc2Br)no1 | -0.42
COc1ccc2c(c1)CCc1c(C(=O)N3CCCC3)noc1-2 | -0.15
Cc1ccc(Oc2nsnc2N2CCOCC2)cc1 | -0.099
CCn1c(SCC(=O)Nc2ccccc2-c2ccccc2)nnc1-c1ccoc1C | -1.1
O=C(Nc1ncnc2sc3c(c12)CCCCC3)c1ccc(F)cc1 | -2.2
COCc1c(C(N)=O)nnn1-c1nonc1N | 1
CCNC(=O)COC(=O)c1ccc(S(=O)(=O)N2CCCCCC2)cc1 | -0.12
Cc1cc(C)n(-c2nc3ccccc3c(=O)n2OCCOc2ccccc2)n1 | -1.4
COc1cc(CNC(=O)OCC(C)C)cc(OC)c1OC | -0.21
c1coc(CNCCCN2CCOCC2)c1 | 0.53
Cc1ccc(S(=O)(=O)C(C#N)c2nc3ccccc3nc2N2CCC(C)CC2)cc1 (stereo unspecified) | -0.23
c1ccc(Cn2c(CN3CCCC3)nc3ccccc32)cc1 | 0.22
Cc1cc(-n2c(SCCC#N)nnc2-c2cccnc2)ccc1Cl | 0.69

# No new results follow: entries from further up.
SMILES | Cav3 T inh
COc1cc(-c2nn3c(-c4ccccc4)nnc3s2)cc(OC)c1OC | 1.8
Cc1ccc(NS(=O)(=O)c2cc(C(=O)O)ccc2Cl)c(C)c1 | -0.065
CC(C)Cc1cc(C(=O)Nc2c(F)cc(F)cc2Br)no1 | -0.42

# 2 compounds drawn at random from those above, as already listed:
SMILES | Cav3 T inh
CCNC(=O)COC(=O)c1ccc(S(=O)(=O)N2CCCCCC2)cc1 | -0.12
CC(C)Cc1cc(C(=O)Nc2c(F)cc(F)cc2Br)no1 | -0.42

# (listing goes on)
SMILES | Cav3 T inh
C=CCn1c(SCc2cc(=O)n3ccsc3n2)nnc1C1CCCCC1 | 0.082
OC1=C(O)c2nc3ccccc3nc21 | 0.19
Cn1c(=O)oc2cc(S(=O)(=O)NCc3ccccc3)ccc21 | -1.9
O=C(O)CCCC(=O)Nc1nc(-c2ccc(F)cc2)cs1 | 0.45
CCc1nnc(NC(=O)C(C)Sc2ccccc2)s1 (stereo unspecified) | 0.63
COC(=O)c1cccc(NC(=O)Cn2nnc3ccccc32)c1 | -1.2
O=C(Nc1ccc2c(c1)CCC2)C1CCN(c2c3c(nc4ncnn24)CCC3)CC1 | 2.8*
COc1cccc(-c2nc(CS(=O)(=O)CC(=O)N3CCN(C4CCCCC4)CC3)c(C)o2)c1 | 1.1
CC(C)(C)c1cc(C(=O)O)c(CN2CCCCC2)o1 | 0.045
Cc1cccc(/C=N/NC(=O)c2cc3c(s2)-c2ccccc2CC3)c1 | -0.14
O=C(NCc1ccco1)C1CC(c2c(Cl)cccc2Cl)=NO1 (stereo unspecified) | 0.66
Cc1ccc(C(=O)NC(=S)Nc2ccc(Oc3ccc(Cl)cc3)cc2)cc1 | -0.99
CCOc1cc(S(=O)(=O)NCC2OCCc3ccccc32)c(OCC)cc1-n1cnnn1 (stereo unspecified) | 0.7
O=C(Nc1ccc2nc(-c3cccs3)[nH]c2c1)c1ccco1 | 0.29
O=C(O)C1CSC2(CCN(Cc3ccccc3)CC2)N1 (stereo unspecified) | 0.04

# Additional entries follow.
SMILES | Cav3 T inh
COCCN1Cc2cccc(C(=O)N3CCN(c4cc(C)ccc4C)CC3)c2C1=O | -0.039
CCS(=O)(=O)c1ccc2c(c1)N(S(=O)(=O)c1ccccc1)CC(C(=O)O)O2 (stereo unspecified) | -0.65
O=c1c(Oc2ccccc2Br)c(C(F)(F)F)oc2c(CN3CCCC3)c(O)ccc12 | 0.87
CCOC(=O)C1=NN(c2ccc(C)cc2)C2(S1)SC(C(C)=O)=C(C)N2c1ccccc1 (stereo unspecified) | -3.4
C#CCNC(=O)C1=C[C@H](C(C)(C)C)C[C@H](OCc2ccc(CO)cc2)O1 | 0.057
O=S(=O)(Nc1cccnc1)c1ccc(C2CCCCC2)cc1 | -1.7
C=C(C)C(=O)Nc1cccc(C2=NOC3(C2)C[C@@H](C(N)=O)N(C(=O)[C@H]2CCC(=O)N2)C3)c1 (stereo partly specified) | 0.011
Nc1ccc(C2(c3ccc(N)cc3)C(=O)Nc3ccccc32)cc1 | 0.22
CCOC(=O)N1CCC2(CC1)C(C#N)=C(N)OC1=C2C(=O)CC(C)C1 (stereo unspecified) | 1.3
Cc1ccc(-n2c(Cc3cccs3)nnc2SCC(=O)OC(C)C)cc1 | -1.7
CC(C)(C)N(Cc1ccccc1)C(=O)CSc1nnc(CNc2ccc(F)cc2)o1 | -2.4

# Screening results from PubChem BioAssay.
